H1N1 NS1A inhibition – H1N1 influenza NS1A inhibitors, functional cell based assay (AID 504329); one-dose inhibition, % at 12.5 µM; IC50 in µM for titrated hits; actives 0.3% (n = 340,000); NS1A functional cell-based assay, percent inhibition; higher % means a stronger effect; in the data active = a potency from the dose series; inconclusive = inhibition above about 27% without an active follow-up result; also: strong numbers were not always called active
Salmonella PhoP GFP – Inhibition of PhoP regulon, Salmonella typhi GFP reporter cells, confirmation, 4 h (AID 1850) | one-dose inhibition, % at 50 µM; IC50 in µM for titrated hits | actives 0.33% (n = 310,000) | Salmonella Typhi PhoP-promoter GFP reporter, fluorescence, 4 h; higher % means a stronger effect; in the data active = a potency from the dose series; inconclusive = inhibition mostly from about 25% at the one dose, without a potency; inactive = the rest, 99 in 100 with inhibition below about 19%;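 also: 0% = induced wells with vehicle and 100% = uninduced wells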
M. tuberculosis HTS – M. tuberculosis growth inhibition, HTS (AID 449762). actives 0.59% (n = 330,000). one-dose inhibition, % at 25 µM; IC50 in µM for titrated hits. M. tuberculosis H37Rv growth inhibition, 7H9 media; higher % means a stronger effect; in the data active = a potency from the dose series; inconclusive = inhibition above about 70% without an active follow-up result;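 also: bacterial growth assessed after seven days of incubation; strong numbers were not always called active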
VEEV TC-83 Vero – inhibitors of VEEV TC-83 cytopathic effect, confirmation, Vero cells (AID 588727) | Vero cells, VEEV TC-83 cytopathic effect inhibition; higher % means a stronger effect | inhibition, % at 20 µM; hits with a dose series show IC50 in µM | actives 0.13% (n = 350,000); in the data active = a potency from the dose series; inconclusive = inhibition mostly from about 14% at the one dose, without a potency; inactive = the rest, 99 in 100 with inhibition below about 12%; also: strong numbers were not always called active
M. tuberculosis – growth inhibition of non-replicating M. tuberculosis (AID 488890); Mycobacterium tuberculosis non-replicating, growth inhibition; higher % means a stronger effect; inhibition, % at 25 µM, or IC50 in µM where a hit was titrated; actives 0.39% (n = 320,000); in the data active = a potency from the dose series; inconclusive = inhibition mostly from about 82% at the one dose, without a potency; inactive = the rest, 99 in 100 with inhibition below about 76%;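 also: plate controls were DMSO cells for no effect and high antibiotic wells for full effect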
VEEV TC-83 Vero 10K pilot screen – recorded beside VEEV TC-83 Vero, whose call it bears; inhibition, %; measured here: 10K pilot screen inhibition
An asterisk follows results filed as active; i = inactive; ? = inconclusive; nt = no result given.

SMILES	H1N1 NS1A inhibition	Salmonella PhoP GFP	M. tuberculosis HTS	VEEV TC-83 Vero	M. tuberculosis	others
Cc1cc2c(cc1S(=O)(=O)Nc1cccc(C)c1C)OCC(=O)N2	-67%	-2%	-3%	0.4%	4%	VEEV TC-83 Vero 10K pilot screen=1.0
COc1ccc2c3c([nH]c2c1)C(C)N(CCC(=O)NN)CC3 (stereo unspecified)	-11%	0%	-5%	0.3%	-1%
CCCn1c(N)nc2ccccc21	0%	5%	8%	7.4%	-4%
CC(=O)c1cccc(NC(=O)c2ccc(NS(=O)(=O)c3c(C)noc3C)cc2)c1	13%	-3%	3%	4.8%	14%
CCN(CC)CCNC(=O)C(Oc1ccccc1)Oc1ccccc1	-9%	2%	6%	i	-2%
COc1ccc([N+](=O)[O-])cc1N(CC(=O)NC(C(C)C)C(C)C)S(C)(=O)=O	-2%	-5%	-7%	0.2%	1%
COc1ccc(/C=C/C(=O)NC(=S)Nc2ccccc2)cc1OC	24%	-3%	4%	1.0%	7%
Fc1ccc(CN2CCSCC2)cc1F	-10%	-7%	-32%	0.2%	-17%
COC(=O)c1coc(-c2ccc(C)cc2)c1C(=O)OC	-4%	-2%	3%	4.2%	7%
Cc1c(CCC(C)C)c(-n2ccnc2C)n2c(nc3ccccc32)c1C#N	5%	-2%	-6%	7.0%	2%
c1ccc(C(OCCN2CCNCC2)c2ccccc2)cc1	6%	16%	-12%	3.4%	-17%	VEEV TC-83 Vero 10K pilot screen=0.0
Cc1cc(NC(=O)CCC(=O)N(CC(=O)NCC2CCCO2)c2ccc(Cl)c(Cl)c2)no1 (stereo unspecified)	13%	-19%	2%	0.5%	7%
Cc1ccc(Cn2c(N3CCN(C)CC3)nc3c2c(=O)[nH]c(=O)n3C)cc1	3%	-2%	-5%	0.4%	2%
Cc1ccc(S(=O)(=O)N2CCCC2CNC(=O)C(=O)NCc2cccs2)cc1 (stereo unspecified)	-2%	5%	-2%	0.4%	26%
Cc1cccc(C(=O)NCC(=O)NC(C)CCc2ccccc2)c1 (stereo unspecified)	-11%	-13%	-4%	3.3%	20%
CCOc1ncccc1C(=O)OC(C)C(=O)Nc1ccc(Cl)cn1 (stereo unspecified)	-5%	nt	nt	i	nt
O=[N+]([O-])c1ccccc1S(=O)(=O)N1CCSCC1	-5%	nt	3%	0.3%	8%
Cc1ccccc1NC(=S)NNc1ncc(C(F)(F)F)cc1Cl	3%	-11%	-5%	1.0%	-9%
Cc1ccc(C(C(=O)NC2CCCCC2)N(C(=O)c2csnn2)c2ccccc2F)o1 (stereo unspecified)	-11%	0%	7%	2.4%	-2%
CCOC(=O)Cn1nc(NC(=O)c2cc(OC)cc(OC)c2)cc1C	-21%	-5%	-7%	1.6%	13%
NC(=O)C1(c2ccccc2)CCCN1C(=O)c1ccccc1Br (stereo unspecified)	0%	10%	1%	0.6%	10%
Clc1cccc(-c2ccc(C3Nc4cccc5cccc(c45)N3)o2)c1	22%	nt	1%	0.8%	44%
COc1ccc(NS(=O)(=O)c2cc(-c3nnnn3C)ccc2OC)cc1	-12%	0%	-13%	1.3%	6%
O=C(c1ccncc1)N(Cc1ccco1)Cc1cc2ccccc2[nH]c1=O	-4%	4%	-1%	2.4%	3%
Nc1cc(C(=O)OCC(=O)c2ccc(CC(=O)N3CCOCC3)s2)ccc1Cl	1%	nt	-2%	1.4%	3%
Cn1ccnc1Sc1ccccc1[N+](=O)[O-]	-13%	8%	0%	i	-12%
COc1ccc(/C=C2\SC(=S)N(NS(=O)(=O)c3ccc(C)cc3)C2=O)c(OC)c1	18%	-18%	-3%	7.0%	10%
Cc1cccc(NC(=S)NC2CC3CCCC(C2)N3Cc2ccco2)c1 (stereo unspecified)	11%	10%	3%	1.6%	34%
C/C=C\C(=O)Nc1cccc(C2=NOC3(C2)C[C@@H](C(N)=O)N(C(=O)c2ccc(OC)cc2)C3)c1 (stereo partly specified)	nt	-1%	-2%	nt	-1%
COc1cc(/C=C2/SC(=S)N(CC(=O)O)C2=O)ccc1OC(=O)c1cccs1	0%	10%	-6%	7.6%	6%
CN1CCSc2ccc(C(=O)Nc3ccc(Cl)cc3)cc21	8%	-3%	8%	0.5%	-22%
CC(C)(C)OC(=O)C[C@@H]1C/C=C\C[C@@H](CC(=O)N[C@@H](CO)Cc2ccccc2)C(=O)NC[C@@H](c2ccccc2)OC1=O	-4%	nt	-1%	6.1%	28%
Cc1ccc(NC(=O)Cn2cccc2)cc1C	2%	2%	12%	0.3%	32%
CCc1cc(=O)oc2c3c(cc(OCC(=O)NCCCOC)c12)OC(C)(C)CC3	-4%	1%	-1%	1.0%	-15%
Oc1ccc(Nc2ncnc3ccccc23)cc1	0%	5%	-1%	0.2%	-13%
CC(=O)N1c2ccc(S(=O)(=O)NCCc3ccc(Cl)cc3)cc2CC1C (stereo unspecified)	1%	7%	3%	i	16%
O=C(Nc1cccc2ccccc12)N1CC=CCC1	-17%	6%	12%	3.6%	32%
CCOC(=O)c1c(NC(=O)COC(=O)C2CC2C)sc(C)c1C (stereo unspecified)	-9%	1%	-10%	1.6%	15%
Clc1ccc(Cn2c(/C=C/c3ccco3)nc3ccccc32)cc1	-9%	-6%	6%	?	21%
O=C(CSc1nnc2ccccn12)NC(=O)NC1CCCCC1	10%	-9%	-3%	0.6%	-4%
CCn1cc(CCCC(=O)NCc2ccc(OC)cc2)c2ccccc21	-4%	1%	13%	1.5%	6%
Cc1cc(-c2nc(-c3ccc(C(C)(C)C)cc3)no2)no1	-2%	-20%	2%	0.5%	9%
Cc1nc(CCNC(=O)c2cc(COc3ccc(F)cc3Cl)on2)sc1C	4%	17%	12%	6.9%	-2%
C(=N\Nc1nc2ccccc2[nH]1)/c1ccc2ncccc2c1	-3%	46%	-3%	8.0%	-6%
O=C(Nc1ccc2c(c1)OCO2)c1cc(-c2ccncc2)nc2ccccc12	10%	-1%	0%	8.8%	0%
C=CCn1c2ccccc2c2nnc(SCCCn3c(=O)[nH]c4ccccc43)nc21	4%	nt	nt	11%	nt
CC(C)(C)n1ncc2c(=O)n(CC(=O)NCc3ccccc3)cnc21	2%	6%	-6%	4.5%	0%
C[C@@]12C(=O)N(c3cccc(F)c3)C(=O)N1[C@H](c1ccc(F)cc1)[C@@H]1C(=O)N(C3CCCCC3)C(=O)[C@@H]12	-1%	18%	10%	1.8%	31%
CS(=O)(=O)N1N=C(c2cccs2)CC1c1ccccc1O (stereo unspecified)	5%	3%	-1%	1.3%	-8%
Cc1cc(C)n(CC(=O)NN)n1	4%	-10%	-3%	0.8%	-1%
COCCNC(=O)C1CC(=O)N(c2ccc(OC)cc2)C1c1ccc(OC)cc1 (stereo unspecified)	2%	-8%	-7%	i	-13%
CN1/C(=C\C(=S)Nc2ccccc2)C(C)(C)c2ccccc21	-8%	-3%	30%	i	78%
O=c1c2c(-c3cccs3)csc2ncn1-c1ccccc1	-1%	-4%	0%	1.3%	15%
Cc1ccn(-c2ccc([N+](=O)[O-])cc2)n1	-5%	2%	-8%	i	-2%
CCOc1ccc(N2CC(C(=O)N3CC(C)OC(C)C3)CC2=O)cc1 (stereo unspecified)	3%	3%	-2%	i	-11%
COc1cc(OC)c(S(=O)(=O)NCc2cccnc2)cc1NC(C)=O	-6%	-5%	-2%	4.8%	-6%
CCOC(=O)c1cc2c(ccn2C)n1CC(=O)Nc1ccc(F)cc1	6%	2%	5%	0.9%	8%
CCNC(=S)NNC(=O)c1cc(-c2ccc(OC)cc2)nc2ccccc12	5%	0%	14%	5.9%	-17%
CCCCCc1nc(-c2nonc2N)no1	-7%	-5%	-2%	1.3%	72%
CC(C)c1nc(CNC(=O)CC2C(=O)NCCN2Cc2ccc(F)cc2Cl)cs1 (stereo unspecified)	0%	2%	2%	5.1%	21%
Continued.
SMILES	H1N1 NS1A inhibition	Salmonella PhoP GFP	M. tuberculosis HTS	VEEV TC-83 Vero	M. tuberculosis	others
CC12CN(C(=O)c3ccco3)CC(c3ccccc3)(CN(C(=O)c3ccco3)C1)C2=O	6%	0%	-4%	10%	9%
CCc1nc2cc(CC(=O)O)ccc2o1	5%	-5%	-5%	2.4%	2%
CC(C)(C)OC(=O)C[C@H]1C/C=C\C[C@@H](CC(=O)NCCO)C(=O)N[C@H](C(C)(C)C)COC1=O	-19%	nt	1%	0.4%	15%
CC1(c2ccccc2)NC(=O)N(CC(=O)N2CCOCC2)C1=O (stereo unspecified)	5%	7%	4%	1.0%	7%
C=CCN1C=C2C(=O)C(C)(OC(=O)C3CCCC3)C(=O)C(c3ccccc3)=C2C=C1CCCC(=O)OC (stereo unspecified)	-7%	1%	-3%	2.3%	11%
CNCCc1ccc(OC)c(OC)c1	1%	11%	-1%	1.0%	-10%
CC(C)C[C@H]1CN([C@@H](CC(C)C)CN2CCCC2CN2C(=S)NC[C@@H]2Cc2ccc(O)cc2)C(=S)N1CC1CCCCCC1 (stereo partly specified)	-17%	nt	nt	34%	nt
Nc1nonc1-n1nnc(C(=O)N/N=C/c2ccccc2Cl)c1-c1ccc2c(c1)OCO2	10%	-44%	13%	2.4%	-7%
COc1cc(NC(=O)C2CC3CCC2C3)c(OC)cc1Cl (stereo unspecified)	0%	2%	17%	0.6%	2%
O=[N+]([O-])c1ccc(OP(=O)(O)Oc2ccc([N+](=O)[O-])cc2)cc1	-1%	nt	nt	0.2%	nt
Cc1noc(COc2ccccc2OCC(N)=O)c1Cl	1%	4%	-4%	0.7%	-9%
CCOC(=O)c1c(C)nc(C)c2c(=O)oc3ccccc3c12	-6%	-18%	2%	0.9%	18%
O=C(Nc1ccc(F)c(F)c1)C1CCCN(S(=O)(=O)c2cccc3nonc23)C1 (stereo unspecified)	-19%	0%	3%	i	-6%
COc1ccccc1-n1c(/C=C/c2ccc(O)cc2)nc2ccccc2c1=O	-7%	1%	4%	8.3%	21%
CCn1c(CCNC(=O)c2cccs2)nnc1SCC(=O)Nc1nc(-c2ccccc2)cs1	-15%	-21%	?	1.3%	35%
COC(=O)C1=C(C)N(Cc2ccccc2)C(=NCc2cccc(Cl)c2)N[C@H]1c1cccc(F)c1	7%	nt	?	i	?
COc1ccc(-n2c(C)cc(/C=C(\C#N)C(=O)NCc3ccco3)c2C)cc1	-7%	-9%	5%	0.2%	11%
COc1ccc(N2CCN(C(=O)c3ccc4ccccc4n3)CC2)cc1	11%	6%	?	0.6%	71%
CNC(=O)COC(=O)c1cc(-c2ccc(OC)cc2)nc2ccccc12	-9%	7%	3%	1.0%	-5%
COc1cc(C#N)c(N=C(SCC#N)N2CCOCC2)cc1OC	2%	9%	-4%	4.8%	1%
CC(C)Oc1ccc(C(=O)NCC(=O)OCC(=O)N(C)Cc2cccs2)cc1	-1%	2%	-10%	0.3%	3%
Cc1nonc1CC(=O)NC1CC(C)(C)Cc2c1cnn2-c1ccc(F)cc1 (stereo unspecified)	-11%	-13%	-10%	5.7%	5%
COCCn1c(C)cc(C(=O)COC(=O)c2ccc3ncsc3c2)c1C	10%	-4%	?	4.7%	39%
C[C@H](CO)N1C[C@H](C)[C@@H](CN(C)S(=O)(=O)c2cn(C)cn2)Oc2c(NS(=O)(=O)c3cccs3)cccc2C1=O	0%	nt	2%	0.4%	-1%
CC(C)(C)OC(=O)N1CCCC(C(=O)Nc2cccc(C(=O)NCCCc3ccccc3)c2)C1 (stereo unspecified)	-4%	nt	nt	6.4%	nt
CCC(C)Nc1nc(OC(C(F)(F)F)C(F)(F)F)nc(OC(C(F)(F)F)C(F)(F)F)n1 (stereo unspecified)	10%	-1%	-6%	1.1%	-12%
CCOc1ccc(-c2ccc(SC)nn2)cc1	-4%	31%	2%	i	44%
COc1cc(NC(=O)C(=O)Nc2ccc3nc4n(c(=O)c3c2)CCCCC4)cc(OC)c1OC	-2%	-7%	-9%	?	4%
CCN1CCc2[nH]c3ccccc3c2C1	22%	15%	2%	0.0%	4%
O=C(COC(=O)c1cnccn1)N=c1sccn1Cc1ccccc1Cl	-9%	3%	-7%	5.0%	20%

Compounds as they come (roughly 1.5% active in at least one column).
